# DT40 TDP1 no CPT: qHTS for Inhibitors of human tyrosyl-DNA phosphodiesterase 1 (TDP1): qHTS in cells in absence of CPT. DT40 Tdp1-/- hTDP1 cells, no CPT, ATP luminescence, 48 h. Potency, µM (doses to about 46.2 µM), inactives show at the highest dose activity change, negative = growth inhibition, usual class: inhibitors. hit rate 15% among 420,000. AID 686978, 2013; also: nearly all actives have a fitted effect of over 55% in size
#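 Chicken DT40 Tdp1-/- cells complemented with human TDP1, screened without camptothecin (DMSO vehicle only), 400 cells/well. Compounds pin-transferred, cells incubated at 37 °C for at least 48 hr. Growth read as ATP-dependent luminescence (CellTiter-Glo, 30 min at RT).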
# GCN5L2 inh: blocks human GCN5L2 histone acetyltransferase; Q92830; AID 504327; hit rate 0.21% among 390,000; Potency, µM (doses to about 58.9 µM), for inactives: top-dose activity change, negative = inhibition, usual class: inhibitors; GCN5L2 HAT assay, ThioGlo1 CoA-SH fluorescence
#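 Preincubate 20nM GCN5L2 with compound 15 min, RT → add 50uM ThioGlo1 + 75uM H3(1-25) + 70uM acetyl-CoA → read fluorescence 0 and 20 min. Primary qHTS; fluorescent artifacts likely.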
# TDP1 block: inhibitors of human tyrosyl-DNA phosphodiesterase TDP1; hit rate 0.28% among 350,000; Potency, µM (titrated, usually from 130 µM), for inactives: at the top dose activity change, negative = inhibition, most hits filed as inhibitors; recombinant TDP1, AlphaScreen DNA substrate cleavage; Q9NUW8; also: nearly all actives have a fitted effect of over 40% in size
# Target sequence (Q9NUW8 whole entry, looked up): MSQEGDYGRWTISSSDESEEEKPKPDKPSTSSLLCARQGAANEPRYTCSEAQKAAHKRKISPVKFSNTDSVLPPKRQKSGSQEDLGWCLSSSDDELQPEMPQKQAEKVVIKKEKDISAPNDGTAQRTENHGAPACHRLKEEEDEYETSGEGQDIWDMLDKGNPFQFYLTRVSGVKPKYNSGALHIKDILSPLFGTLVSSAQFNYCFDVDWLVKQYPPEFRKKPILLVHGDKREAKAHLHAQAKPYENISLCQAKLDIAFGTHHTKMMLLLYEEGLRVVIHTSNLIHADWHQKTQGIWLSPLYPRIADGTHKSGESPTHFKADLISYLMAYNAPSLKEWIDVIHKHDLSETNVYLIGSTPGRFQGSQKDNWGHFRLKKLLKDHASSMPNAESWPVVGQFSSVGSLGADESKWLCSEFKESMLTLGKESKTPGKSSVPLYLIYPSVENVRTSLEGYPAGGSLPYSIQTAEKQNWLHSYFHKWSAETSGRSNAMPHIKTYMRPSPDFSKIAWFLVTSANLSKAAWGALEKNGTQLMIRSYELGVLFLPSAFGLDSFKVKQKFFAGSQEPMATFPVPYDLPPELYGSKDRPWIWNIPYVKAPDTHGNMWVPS
#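 Signal: AlphaScreen proximity between streptavidin donor and anti-FITC acceptor beads on intact substrate. Reaction: Tdp1 1 nM, substrate 15 nM final, 5 min RT after 15 min compound preincubation.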
# Starred values were filed as active, the others as inactive; ? = inconclusive; . = no result given; & = joins results of further samples; [ ] = remark or other dose. Calls follow the shape of the dose curve; as a rule, active = well fitted curve in the direction sought with a large enough effect; inconclusive = small, poorly fitted or top-dose-only effect, or another doubt; inactive = no such curve, though single readings can be large; an effect the other way counts as inactive or inconclusive. % is scaled to controls: 0 for no effect and ±100 for the full control effect; potency is read from the fitted curve at half-maximal effect. This is a subset; rates above refer to the full screens.
SMILES,DT40 TDP1 no CPT,GCN5L2 inh,TDP1 block
NC(=O)CSc1nccn1Cc1ccccc1,-17%,0%,-3%
COc1cc(OC)c(S(=O)(=O)NCc2ccco2)cc1S(=O)(=O)NCc1ccco1,-13%,-8%,6%
Cc1ccc(N2C(=O)N3[C@H](c4cccc(C)c4)[C@@H]4C(=O)N(Cc5ccccc5)C(=O)[C@@H]4[C@]3(C)C2=O)cc1,-29%,?,1%
O=C(Nc1ccc(O)c2c(=O)cc(-c3cccc(Cl)c3)oc12)c1ccccc1Cl,21µM*,-5%,.
CCCOc1ccc(-c2c(C(=O)N/N=C(\C)c3cccs3)nnn2-c2nonc2N)cc1,14%,-8%,2%
COC(=O)c1cc(C)nc2c1c(=O)nc(SCc1cc(C)ccc1C)n2C1CC1,?,-11%,3%
COc1ccc(-n2cc(C(=O)NCc3cccc(OC)c3)c3ccccc3c2=O)cc1,?,-12%,1%
COc1ccc(/C=N/N=C/c2c[nH]c(=O)c(C#N)c2Nc2ccccc2)cc1,?,2%,3%
O=C1CC(SC(=Nc2ccccc2)Nc2ccccc2)C(=O)N1c1cccc2ccccc12 (centres undefined),?,-13%,7%
CC(Oc1ccccc1)C(=O)Nc1c(C(=O)Nc2cccc(F)c2)oc2ccccc12 (centres undefined),?,-2%,6%
Cc1ncoc1C(=O)Nc1ccc(Oc2ccccc2)cc1,-8%,-2%,1%
O=C(CNC(=O)c1ccc(N2C(=O)c3ccccc3C2=O)cc1)OCC(=O)c1ccccc1,-7%,-2%,-1%
Cc1cc(OCC(=O)NCCN2CCOCC2)ccc1Br,-14%,-2%,-3%
COc1ccc(C(=O)NC2CCCCCC2)cc1S(=O)(=O)N1CCCC1,-5%,0%,-2%
COc1ccc2oc(C(=O)N3CCN(c4ncccn4)CC3)c(C)c2c1,-16%,-2%,4%[56.1 µM]
CC1CCC/C(=N\NC(=O)c2ccncc2)C1 (centres undefined),-18%,-1%,4%
CC(C)(C)c1ccc(C[C@H](C(=O)O)N2C(=O)c3ccc(C(=O)O)cc3C2=O)cc1,.,-5%,6%
COc1ccccc1-c1ccc(/C=N/O)o1,-29%,-6%,.
C=CC[C@@H](CC(=O)NCCO)C(=O)NC[C@H](OC(=O)[C@@H](CC=C)CC(=O)OC(C)(C)C)c1ccccc1,?,-3%,0%
CCn1cnc2sc(C)c(C)c2c1=O,.,1%,1%
Cc1ccc(-n2nc(C)c3c(=O)[nH]c(C(F)(F)F)nc32)cc1,.,-2%,1%
COc1ccccc1CCNC(=O)CSc1ccc(-c2ccco2)nn1,-3%,-15%,.
COc1ccccc1/C=N\Nc1cn[nH]c(=O)c1Cl,?,-12%,0%
CC1(c2ccccc2Cl)NC(=O)N(CC(=O)NC(=O)NCc2ccco2)C1=O (centres undefined),-5%,-4%,4%
Cc1c(OCC(=O)N[C@@H](Cc2ccccc2)C(=O)O)ccc2c3c(c(=O)oc12)CCC3,5%,-13%,.
COC(=O)CCC(=O)N1CCCC(CO)(Cc2ccccc2)C1 (centres undefined),-38%,0%,-12%
CCCCCn1c(=O)[nH]c2cc(C(=O)NCc3ccccn3)ccc2c1=O,-30%,-4%,-10%
O=C(/C=C/c1ccc(N2CCC(c3ccccc3)=N2)cc1)c1ccccc1,-28%,-11%,-2%
COc1cccc(CNc2nc3nc(C)c(Cl)c(=O)n3[nH]2)c1,10%,-6%,3%
CN(Cc1cn(-c2ccccc2)nc1-c1ccc(Cl)cc1)C(=O)CCC(=O)O,-10%,2%,6%
Nc1nc(-c2ccccc2)nn1S(=O)(=O)c1ccccc1,-2%,-8%,6%
CC(C)c1nc(SCC(=O)Nc2ccc(N3CCOCC3)cc2)c2ccccc2n1,?,0%,3%
O=C(Nc1ccccc1)Nc1cccc2cccnc12,-18%,-4%,1%
O=C(COc1ccccc1)Nc1ccc2nc(SCCOc3ccccc3)sc2c1,?,-14%,1%
CC(C)(C)C(=O)Nc1sc2c(c1C#N)CCC2,0%,-1%,0%
CCNC(=S)NNC(=O)C(c1ccccc1)c1ccccc1,-6%,-14%,8%
Cc1nnc(NC(=O)CSc2ncnc3c2cnn3-c2ccccc2C)s1,-16%,-6%,3%
COCCn1c(-c2ccccc2)nc2c(c(=O)c3ccccc3n2C)c1=O,.,1%,-3%
Cc1nn2c(C)c(C(=O)Nc3ccccc3)cnc2c1-c1ccccc1,?,0%,3%
O=C(O)c1cccc(N/N=C/c2cccs2)c1,-7%,-8%,-8%
Cc1c(NC(=O)C(C)OC(=O)c2cccc(S(=O)(=O)N3CCOCC3)c2)c(=O)n(-c2ccccc2)n1C (centres undefined),2%,2%,2%
Cc1cc(C)cc(N(CC(=O)NC2CCCC2)S(=O)(=O)c2c(C)[nH]c(=O)[nH]c2=O)c1,4%,3%,1%
Cc1ccc(S(=O)(=O)Nc2ccc(N3CCOCC3)cc2)cc1C,?,-7%,6%[0.0935 µM]
COc1ccccc1N1C(=O)c2ccccc2NC1c1cc(OC)c(OC)c(OC)c1 (centres undefined),-4%,-16%,3%
CC(NC(=O)/C(C#N)=C/c1ccco1)c1ccccc1 (centres undefined),-22%,-13%,.
COc1cc(N)c(Cl)cc1C(=O)OCC(=O)Nc1cccnc1Cl,-23%,?,.
CCN(Cc1ccncc1)C(=O)[C@@H](CO)c1ccccc1,3%,7%[21.4 µM],12%[56.1 µM]
CC1CCc2c(sc(NC(=O)/C=C/c3cccs3)c2C(=O)O)C1 (centres undefined),-8%,-19%,-7%
CC1=Nc2ccccc2N=C(NC(=O)CSC(=S)N2CCN(C)CC2)C1c1ccccc1 (centres undefined),16µM*,1%,6%
Clc1ccc(-c2csc(NNC3=NCCCCC3)n2)cc1,16µM*,-9%,11%
CC1CCc2nc3ccccc3c(C(=O)OCC(=O)NC3CCS(=O)(=O)C3)c2C1 (centres undefined),-27%,-5%,1%
CC1(C)Cc2c(C#N)c(SCCC#N)nc(N3CCOCC3)c2CO1,-8%,0%,.
CC(C(=O)N1CCOCC1)N1C(=O)C2C3C=CC(C4CC34)C2C1=O (centres undefined),-7%,-1%,6%
CCCN(CCC)C(=O)C1CCCN(S(=O)(=O)c2ccc3c(c2)oc(=O)n3C)C1 (centres undefined),?,1%&-5%,3%&-1%
COc1ccccc1OCC(=O)OC/C(O)=C(\C#N)c1nc2ccccc2[nH]1,?,24%,6%
CCCCC(=O)Nc1ccc(C(N)=O)cc1,2%,-1%,5%
CN(NC(=O)COc1ccccc1)C1=NS(=O)(=O)c2ccccc21,2%,-2%,8%
CCOc1ccc(C(=O)Nc2ccc3oc(-c4cccc5ccccc45)nc3c2)cc1,?,-4%,3%[12.3 µM]
CCCOc1ccc(NC(=O)CNC(=O)c2cc(OC)cc(OC)c2)cc1OCCC,-25%,4%,.
COC(=O)C1CCN(c2cc(Cl)nc(N)n2)CC1,-4%,-1%,0%
# More records follow:
SMILES,DT40 TDP1 no CPT,GCN5L2 inh,TDP1 block
O=C(c1ccc(COc2ccccc2)o1)N1CCN(S(=O)(=O)c2ccccc2Cl)CC1,?,-7%,0%
Nc1c(-c2cccc(Cl)c2)cnn1-c1cccc([N+](=O)[O-])c1,?,-3%,12%
Cc1ccc(CN2CCN(/N=C/c3cc(Br)ccc3F)CC2)cc1,3%,2%,.
CCOC(=O)c1sc2nc(C)nc(Nc3ccc(OC)c(OC)c3)c2c1C,-6%,-16%,4%
COc1ccc(S(=O)NC2CCCCC2)c(OC)c1C (centres undefined),-6%,1%,8%
CC1CCCCN1S(=O)(=O)c1ccc2[nH]c(=O)cc(C(=O)NCCc3ccc(Cl)cc3)c2c1 (centres undefined),?,2%,3%
COc1ccc(CC(=O)Nc2c3c(nn2-c2ccccc2C)CS(=O)C3)cc1 (centres undefined),-11%,1%,4%
COc1ccccc1-c1c(NC(=O)c2ccco2)n(C)c2ccccc2c1=O,-22%,?,0%
CC1=CC2C(=O)c3cccc(O)c3C(=O)C2C(O)=C1 (centres undefined),7%[9.04 µM],.,4%
Nc1nc2ccccc2n1CCOc1ccccc1Cl,26µM*,39%[activator],3%
C[C@H]1C=C(C(=O)N2CCN(Cc3ccc4c(c3)OCO4)CC2)O[C@@H](OCc2ccc(CO)cc2)C1,-25%,3%,6%
CC(OC(=O)CNC(=O)c1ccc(Cl)cc1)C(=O)NC1CCCCC1C (centres undefined),-13%,-1%,1%
O=C(c1cccc(F)c1)N1CCC[C@@]2(CCN(c3cccc(-c4ccccc4)c3)C2)C1,21µM*,-14%,.
Cc1ccc(NC(=O)c2noc3c2CC(C(C)(C)C)CC3)cc1 (centres undefined),23µM*,4%,-2%
CCN(CC)S(=O)(=O)c1ccc(C(=O)N2CCc3ccccc32)cc1,?,1%,5%
CC(=O)c1ccc(N2CCN(S(=O)(=O)c3c(C)nc4sc(C)cn4c3=O)CC2)cc1,-11%,-5%,-5%
Cc1nc(C)c(-c2ccc(SCc3ccccc3C)nn2)s1,?,-6%,0%
Cn1c(=O)c2[nH]c(N3CCOCC3)nc2n(-c2ccccc2)c1=O,6%,-8%,0%
CS(=O)(=O)c1ccc(-c2sc3cc4c(cc3c2C(=O)NN2CCOCC2)OCO4)cc1,-20%,-19%,-4%
CC(C)(C)OC(=O)C1C(=O)CC(C)(O)C(C(=O)OC(C)(C)C)C1c1cccnc1 (centres undefined),-7%,-5%,4%
Cc1cc(C)c2nc(-c3cccnc3)cc(C(=O)Nc3ccc(S(=O)(=O)Nc4onc(C)c4C)cc3)c2c1,-23%,-22%,8%
Cc1ccc(N2CC(NC(=O)Cc3cccs3)CC2=O)cc1 (centres undefined),-1%,-3%,5%
Cc1ccc(-c2cc(C(=O)Nc3ccc(S(=O)(=O)N4CC(C)OC(C)C4)cc3)[nH]n2)c(O)c1 (centres undefined),?,-4%,0%
Cc1ccnc(NC(=O)c2cccc(NC(=O)c3ccccc3C)c2)c1,?,-3%,3%
COc1ccc2oc(-c3ccccc3)c(C(=O)O)c2c1,7%,-6%,.
CCC(=O)N1CCN(c2ccc(NC(=O)COc3ccc(C)cc3C)cc2)CC1,18µM*,-1%,11%
C[C@H](NC(=O)[C@@H]1CSC2c3ccccc3C(=O)N21)C(=O)NC1CCCC1 (some centres undefined),13%,-13%,2%
CC1(c2nnc(Cc3ccccc3)o2)CC(c2ccc([N+](=O)[O-])cc2)=NO1 (centres undefined),?,-18%,8%
CC[C@@]1(C(=O)OC)N[C@H](CN(C)C(=O)Nc2ccc(C)cc2)[C@@H]2C(=O)N(C)C(=O)[C@@H]21,8%,-2%,0%
COc1ccccc1NC(=O)/C(=N/OCc1ccc(F)cc1)C(C)=O,?,-12%,-5%
Cc1ccc(OCc2nnc(SCC(=O)CC(=O)Nc3ccccc3)o2)cc1,-9%,-5%,4%
Cc1c(N=C2SCC(=O)N2/N=C/c2ccccc2Cl)c(=O)n(-c2ccccc2)n1C,2%,-6%[0.501 µM],5%
CCOC(=O)CC(=O)CSc1nc2c(c(C)c1C#N)CCC2,7.3µM*,-4%,1%
COc1cccc(NC(=O)/C=C/c2ccccc2[N+](=O)[O-])c1,?,-3%,-5%
NC1=NC(=O)S/C1=C\c1ccc(O)cc1,?,-11%,4%
CC(NS(=O)(=O)OCC(Cl)(Cl)Cl)c1ccc(Br)cc1 (centres undefined),-26%,-12%,.

# Rewritten as tab-separated lines: entries from further up.
smiles	DT40 TDP1 no CPT	GCN5L2 inh	TDP1 block
Cc1cc(C)c2nc(-c3cccnc3)cc(C(=O)Nc3ccc(S(=O)(=O)Nc4onc(C)c4C)cc3)c2c1	-23%	-22%	8%
Cc1ccc(N2CC(NC(=O)Cc3cccs3)CC2=O)cc1 (centres undefined)	-1%	-3%	5%
Cc1ccc(-c2cc(C(=O)Nc3ccc(S(=O)(=O)N4CC(C)OC(C)C4)cc3)[nH]n2)c(O)c1 (centres undefined)	?	-4%	0%
Cc1ccnc(NC(=O)c2cccc(NC(=O)c3ccccc3C)c2)c1	?	-3%	3%
COc1ccc2oc(-c3ccccc3)c(C(=O)O)c2c1	7%	-6%	.
CCC(=O)N1CCN(c2ccc(NC(=O)COc3ccc(C)cc3C)cc2)CC1	18µM*	-1%	11%
C[C@H](NC(=O)[C@@H]1CSC2c3ccccc3C(=O)N21)C(=O)NC1CCCC1 (some centres undefined)	13%	-13%	2%
CC1(c2nnc(Cc3ccccc3)o2)CC(c2ccc([N+](=O)[O-])cc2)=NO1 (centres undefined)	?	-18%	8%
CC[C@@]1(C(=O)OC)N[C@H](CN(C)C(=O)Nc2ccc(C)cc2)[C@@H]2C(=O)N(C)C(=O)[C@@H]21	8%	-2%	0%
COc1ccccc1NC(=O)/C(=N/OCc1ccc(F)cc1)C(C)=O	?	-12%	-5%
Cc1ccc(OCc2nnc(SCC(=O)CC(=O)Nc3ccccc3)o2)cc1	-9%	-5%	4%
Cc1c(N=C2SCC(=O)N2/N=C/c2ccccc2Cl)c(=O)n(-c2ccccc2)n1C	2%	-6%[0.501 µM]	5%

# High-throughput results: PubChem BioAssay, National Center for Advancing Translational Sciences (NCATS)
